Source: PubChem BioAssay (National Center for Advancing Translational Sciences (NCATS))
S-ASM inh: Inhibitors of Secretory Acid Sphingomyelinase (S-ASM): qHTS; AID 504937, 2011; Sphingomyelin phosphodiesterase (Homo sapiens), P17405; placental ASM, HMU-PC fluorogenic substrate, 60 min; 340,000 tested, 0.006% active; Potency, µM (highest dose often 57.5 µM), for the others: at the highest dose activity change, negative = inhibition, most hits filed as inhibitors; note: potency is the fitted concentration of half-maximal effect
Target sequence (P17405 47-631 limits assumed): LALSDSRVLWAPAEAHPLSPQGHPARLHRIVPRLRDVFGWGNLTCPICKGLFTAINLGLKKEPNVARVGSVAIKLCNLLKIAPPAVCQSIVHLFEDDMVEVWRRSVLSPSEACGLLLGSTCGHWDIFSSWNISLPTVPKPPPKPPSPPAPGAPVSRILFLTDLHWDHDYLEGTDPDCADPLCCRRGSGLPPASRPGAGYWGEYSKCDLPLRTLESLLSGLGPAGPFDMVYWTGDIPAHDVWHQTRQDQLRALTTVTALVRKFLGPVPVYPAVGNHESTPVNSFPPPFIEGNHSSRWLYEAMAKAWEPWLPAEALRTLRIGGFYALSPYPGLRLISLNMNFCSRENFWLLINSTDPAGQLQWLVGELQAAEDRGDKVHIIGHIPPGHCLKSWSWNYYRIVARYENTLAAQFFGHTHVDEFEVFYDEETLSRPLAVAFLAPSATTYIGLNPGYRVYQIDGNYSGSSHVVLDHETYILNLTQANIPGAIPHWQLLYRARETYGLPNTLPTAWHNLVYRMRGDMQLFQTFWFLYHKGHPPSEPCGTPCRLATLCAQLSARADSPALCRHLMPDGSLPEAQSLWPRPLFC
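Fluorogenic HMU-PC substrate (9 uM final) is turned over by placental ASM in 60 min at 37 C after a 10 min compound preincubation. Reaction ended by alkaline stop (pH 10), with fluorescence read at 386/447 nm.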
AT treatment: qHTS Assay for Identifying a Potential Treatment of Ataxia-Telangiectasia. Potency, µM (highest dose often 57.5 µM), for inactives: at the highest dose activation, usual class: activators. 320,000 tested, 0.19% active. […] A-T fibroblasts, KAP-1 phosphorylation AlphaLISA; neocarzinostatin DNA damage 30 min before lysis; note: potency is the fitted concentration of half-maximal effect; % of control where 0% means no effect; nearly all actives have a fitted effect of over 45% in size
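ATM-like activity read as KAP-1 phosphorylation via AlphaLISA donor/acceptor antibody pairs after lysis and 6 hr at 25C. Cells were ATM-null patient fibroblasts ([…], hTERT), dosed 60 min, then exposed to the DSB inducer NCS for 30 min.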
MBNL1 CUG block: qHTS Assay for Inhibitors of MBNL1-poly(CUG) RNA binding; Muscleblind-like protein 1 (Homo sapiens), Q9NR56; TR-FRET MBNL1-His/biotin-(CUG)12 binding, 665/545 ratio; Potency, µM (highest dose often 57.5 µM), without a hit: at the top dose activity change, negative = inhibition, usual class: inhibitors; 280,000 tested, 0.036% active; active = well fitted inhibition curve with a large enough effect in the signal ratio, with a control signal flat, not every such curve was filed as active; inconclusive = small, poorly fitted or top-dose-only effect, or effect the other way, or a change in a side signal; inactive = no such curve, though single readings can be large or run the other way; the % refers to the signal ratio; note: potency is the fitted concentration of half-maximal effect; % is set by controls: 0 for no effect and ±100 for the full control effect
Target sequence (Q9NR56 whole entry, looked up): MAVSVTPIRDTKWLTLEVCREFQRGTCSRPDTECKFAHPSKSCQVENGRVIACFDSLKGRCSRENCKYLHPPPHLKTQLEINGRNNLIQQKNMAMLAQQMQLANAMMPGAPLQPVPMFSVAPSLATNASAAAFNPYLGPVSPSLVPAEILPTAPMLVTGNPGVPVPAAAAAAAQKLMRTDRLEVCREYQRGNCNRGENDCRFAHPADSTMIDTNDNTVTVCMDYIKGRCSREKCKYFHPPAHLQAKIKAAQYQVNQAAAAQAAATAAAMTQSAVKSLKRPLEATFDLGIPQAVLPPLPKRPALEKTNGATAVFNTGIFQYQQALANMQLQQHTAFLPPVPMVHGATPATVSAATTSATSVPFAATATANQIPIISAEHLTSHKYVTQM
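TR-FRET between His-tagged MBNL1 and biotin-(CUG)12 RNA, detected with Tb anti-His antibody (0.055 ng/ul) and streptavidin-XL665 (5 nM), 60 min at room temperature. Compounds titrated 92 nM to 58 uM; 665/545 nm ratio normalized to buffer and complex controls.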
CXXC DNA block: qHTS Fluorescence Polarization Assay for Inhibitors of MLL CXXC domain - DNA interaction | Histone-lysine N-methyltransferase 2A (Homo sapiens), Q03164 | MLL-CXXC / FITC-HOXA9 DNA fluorescence polarization | Potency, µM (top dose mostly 115 µM), for the others: at the highest dose activity change, negative = inhibition, usual class: inhibitors | 290,000 tested, 0.037% active; active = well fitted inhibition curve with a large enough effect in the polarisation, with a control signal flat, not every such curve was filed as active; inconclusive = small, poorly fitted or top-dose-only effect, or effect the other way, or a change in a side signal; inactive = no such curve, though single readings can be large or run the other way; the % refers to the polarisation; note: potency is the fitted concentration of half-maximal effect
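Steps: dispense CXXC domain solution (7 uM) → pin compounds or unlabeled HOX-A9 DNA control → 5 min ambient → add FLSN-HOX-A9 solution (50 nM) → spin → 30 min ambient → fluorescence polarization. Tris pH 7.5/NaCl/DTT/BSA buffer.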
GALK inh: qHTS Assay for Inhibitors of Human Galactokinase (GALK) | Purified GALK, Kinase-Glo residual ATP luminescence | 270,000 tested, 0.007% active | Potency, µM (titrated, usually from 57.5 µM), for inactives: top-dose activity change, negative = inhibition, hits mostly inhibitors | P51570; note: potency is the fitted concentration of half-maximal effect; % is set by controls: 0 for no effect and ±100 for the full control effect
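Human GALK (5 nM) with 35 uM ATP and 100 uM galactose in 20 mM HEPES pH 8.0, 5 mM MgCl2, 60 mM NaCl, 1 mM DTT, 0.01% BSA. After 1 h at room temperature, leftover ATP was read by Kinase-Glo Plus luminescence.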
KCNH2 3.1 inh: qHTS for Inhibitors of KCHN2 3.1: Mutant qHTS; Potassium voltage-gated channel subfamily H member 2, brain isoform KCNH2 3.1 (human); U2OS KCNH2 3.1, thallium flux FluxOr; active compounds read low; activity change, % (tested at about 1.8 µM); 340,000 tested, 0.95% active; AID 720553, 2013;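 active = maximum activity change below -70%; inconclusive = maximum activity change from -70% to -50%; inactive = maximum activity change above -50%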;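 note: thallium influx rate constant from kinetic fluorescence after stimulation buffer; % is set by controls: 0 for no effect and ±100 for the full control effect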
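Steps: virus added to U2OS suspension (4 h, RT, dark); medium with 10% FBS added, cells plated, 37 C overnight; FluxOr/Red40 loading buffer 45 min RT; stimulation buffer, 2 min kinetic read; rate constant normalized.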
KCNH2 WT inh: qHTS for Inhibitors of KCHN2 3.1: Wildtype qHTS | Voltage-gated inwardly rectifying potassium channel KCNH2 (Homo sapiens), Q12809 | U2OS, BacMam KCNH2, thallium flux FluxOr; active compounds read low | activity change, % at 1.84 µM | 340,000 tested, 0.37% active | AID 720551, 2013;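 active = maximum activity change below -70%; inconclusive = maximum activity change between -70% and -50%; inactive = maximum activity change above -50%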; note: % is set by controls: 0 for no effect and ±100 for the full control effect
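U2OS cells were transduced with wild-type KCNH2 virus (2.03 x 10^8 / mL) for 4 h at room temperature, then cultured overnight at 37 C. Thallium flux was read with FluxOr dye. Rate constants were normalized to DMSO controls.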
TRPV1 agonist: HTS Assay for Compounds that Act as Agonists of the Vanilloid Receptor 1; TRPV1-expressing cells, Fluo-8 calcium influx, agonist mode; activation, % at 8.33 µM; 320,000 tested, 0.19% active; AID 540275, 2011; in the data active = activation above about 80%; inconclusive = between about 30% and that limit; note: 0% is about no effect
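Fluo-8 calcium influx in TRPV1-expressing cells, kinetic read (ex 480/em 520 nm). Compound added and read 3 min for agonist activity, followed by capsaicin at EC20 final and 2 min further read for enhancement.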
FBPA coupling cs: qHTS Assay for Inhibitors of Fructose-1,6-bisphosphate Aldolase from Giardia Lamblia: Coupling assay counterscreen. coupling enzyme system counterscreen, AmpLite Red fluorescence. activity change, negative = inhibition, % at 58.2 µM, hits read low. 290,000 tested, 0.67% active; in the data active = activity change below about -30%; note: % is set by controls: 0 for no effect and ±100 for the full control effect
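Coupling enzymes only (glyceraldehyde-3-phosphate) + compound, at 57.5 uM final, 10 min RT; add substrate/coupling/AmpLite Red mix, 20 min RT; fluorescence ex 525/em 598 nm. Actives flag coupling-system interference.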
a7 integrin act: qHTS for Activators of Integrin-Mediated Alleviation for Muscular Dystrophy; alpha7betagal myoblasts, beta-gal FDG fluorescence, 48 h; Potency, µM (highest dose often 38.3 µM), without a hit: at the top dose activation, usual class: activators; 350,000 tested, 0.064% active; AID 624291, 2012;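 note: potency is the fitted concentration of half-maximal effect; 100% = response of the positive control SU9516; nearly all actives have a fitted effect of over 60% in size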
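alpha7betagal+/- myoblasts (passage 13, 250/well) treated 48 h at 37C with compounds at 1:260 dilution of DMSO stock. Lysed, then beta-galactosidase activity read as FDG fluorescence (ex 480/em 540) after 30 min, with pre-read for autofluorescence.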
Numbers without * were called inactive; ? = inconclusive; . = no result given; [ ] = dose if it differs, or a comment. Unless noted, calls come from the whole dose curve; as a rule, active = well fitted curve in the direction sought with a large enough effect; inconclusive = small, poorly fitted or top-dose-only effect, or another doubt; inactive = no such curve, though single readings can be large; an effect the other way counts as inactive or inconclusive.

SMILES	S-ASM inh	AT treatment	MBNL1 CUG block	CXXC DNA block	GALK inh	KCNH2 3.1 inh	KCNH2 WT inh	TRPV1 agonist	FBPA coupling cs	a7 integrin act
Cc1cccc(NC(=O)[C@H](Cc2ccccc2)NC(=O)[C@@H]2Cc3ccccc3CN2)c1	1.9%	0.1%	-0.2%	11.3%	6.4%	6.9	-1.8	4.5	.	11.6%
CC(C)(CO)NC(=O)c1ccc2nc(Cc3cccc(Cl)c3)oc2c1	-2.3%	6.2%	-0.9%	-5.0%	-1.7%	-39.6	-2.0	7.7	-0.1	3.9%
COc1ccc(/C=N/NC(=O)c2cccc(NC(C)=O)c2)c(C(=O)O)c1OC	1.0%	2.8%	-3.7%	2.6%	-0.1%	.	3.0	7.5	-3.5	7.6%
COc1ccc(CC(=O)NCc2ccccn2)cc1OC	2.6%	2.1%	4.5%	-0.7%	.	-0.5	-34.2	-1.2	-2.9	-18.4%
CN1CCN(c2ccc(Cl)cc2NS(=O)(=O)c2ccccc2Cl)CC1	-0.2%	-10.6%	-7.1%	-10.3%	0.9%	-2.2	9.3	11.1	-1.4	0.0%
O=C(NCCN1CCOCC1)C1CCN(Cc2ccccc2O)CC1	5.2%	3.3%	-4.5%	0.5%	-2.7%	14.1	-4.1	3.9	-2.5	16.1%
c1ccc(Nc2ccnc(Nc3ccccc3)n2)cc1	.	20µM*	-2.7%	20.7%	.	-12.5	-0.1	8.3	-4.7	.
CC1(O)N(Cc2ccccc2)C(=O)OC12CCCCC2 (stereo not given)	-0.9%	13.3%	-1.7%	-2.1%	-1.2%	4.5	7.4	5.8	-0.3	-6.5%
CCc1ccc(NC(=O)c2ccc3c(=O)n4c(nc3c2)CCCCC4)cc1	-7.8%	-8.1%	-12.1%	-1.2%	-2.4%	1.3	9.0	-2.6	0.2	-15.3%
CCCn1c(=O)c2sccc2n2c(CCCC(=O)NCc3cccnc3)nnc12	5.8%	-8.3%	0.8%	7.1%	-0.4%	3.6	3.8	-4.0	.	-8.7%
CCN(CCNC(=O)CN(C)S(=O)(=O)c1cccc2nsnc12)c1ccccc1	-6.1%	.	?	1.9%	0.6%	-7.5	-13.0	2.3	-8.7	-30.7%
COc1ccc(S(=O)(=O)N2CCN(C(=O)c3ccc(=O)[nH]n3)CC2)cc1OC	.	8.1%	.	.	.	-1.0	2.3	-1.9	.	23.3%
CC(=O)Nc1ccc(S(=O)(=O)Nc2cc(S(=O)(=O)N3CCCCC3)ccc2O)cc1	6.7%	-1.7%	.	.	.	14.7	3.1	-1.9	.	-20.6%
CCC1Nc2ncnc(N3CCN(c4ccccc4)CC3)c2N(Cc2ccccc2)C1=O (stereo not given)	-7.0%	11.2%	.	.	.	18.7	4.6	.	.	-32.5%
CCC1=NN(C(=O)Cc2ccc([N+](=O)[O-])cc2)C(O)(c2ccncc2)C1 (stereo not given)	2.0%	0.2%	21.5%	-7.1%	1.4%	-10.6	-7.3	-0.4	2.1	2.6%
O=C(CSCc1ccccc1)Nc1ccccc1C(=O)Nc1ccc(C(=O)O)cc1	6.3%	-46.2%	-5.7%	-13.3%	-1.7%	2.1	-4.4	-4.7	10.5	33.4%
CSc1nc(SCC(N)=O)c2c3c(sc2n1)CN(C)CC3	47.4%[activator]	6.5%	?	9.7%	4.3%	4.2	5.2	2.1	-9.4	-22.6%
CCOc1ccc(/C=N/NC(=O)c2ccc(CSc3nc4ccccc4[nH]3)cc2)cc1	-7.5%	-1.1%	?	0.8%	0.2%	-22.6	-0.2	-2.5	1.0	-20.3%
Cc1c(C)c2c(OCC(=O)NCC(O)c3ccccc3)cc3c(c2oc1=O)CCC(C)(C)O3 (stereo not given)	25.2%	2.0%	-2.8%	9.7%	.	1.0	7.7	-2.7	0.7	1.9%
C=CCNC(=S)Nc1nc2c(cc1C(=O)OCC)CCCC2	1.2%	-1.9%	43.3%[activator]	5.2%	1.7%	.	-23.5	20.8	0.8	-21.4%
CC(C)C(=O)NC(=S)Nc1ccccc1C(F)(F)F	39.4%	5.0%	-5.9%	-8.1%	-0.6%	7.7	1.0	11.1	-0.5	2.9%
C/C=C\C=C/C(=O)Nc1cccc(C2=NOC3(C2)C[C@@H](C(N)=O)N(C(=O)c2ccc(Cl)cc2)C3)c1 (stereo not given in full)	-4.4%	?	8.0%	-5.0%	-1.1%	4.9	3.2	10.0	4.9	-13.5%
CC(C)CC(NC(=O)C(NC(=O)C1OC2OC(C)(C)OC2C2OC(C)(C)OC12)C(C)C)C(=O)O (stereo not given)	-2.0%	3.6%	-17.2%	-9.3%	-1.1%	3.1	4.0	-0.8	3.3	?
CC1CCC(NC(=O)Cn2cc3c(n2)CCCC3)CC1 (stereo not given)	0.2%	9.6%	-3.2%	15.2%	2.7%	6.6	-5.1	-1.1	3.0	13.8%
COc1ccc(OC)c(-c2csc(NC(=O)C3=COCCO3)n2)c1	-4.2%	22.5%	.	.	.	-0.5	7.8	13.1	.	-47.4%[inhibitor]
CCCNC(=O)c1ccc(CN2CCc3ccccc3C2)cc1	7.5%	-3.2%	0.4%	-7.1%	-1.7%	2.3	4.8	1.4	2.6	18.2%
COc1ccc(-n2c(C)cc(/C=N/Nc3nnc(C)n3N)c2C)cc1	-2.4%	14.7%	1.4%	?	-1.6%	-3.9	25.7	-7.3	-27.6	-9.8%
CCCC1C2CN(C(C)=O)CC=C2C(C#N)=C(N)C1(C#N)C#N (stereo not given)	31.5%	3.3%	9.1%	-8.3%	1.5%	-9.1	-0.3	-2.1	-6.1	-19.6%
COc1ccc(C(=O)NCCSCc2ccccc2)cc1OC	0.0%	4.0%	-3.2%	-6.6%	0.7%	14.7	-3.5	12.4	-1.3	-7.3%
COc1ccc(-n2nc(C(=O)NCC(=O)NCCN(C)C)c3ccccc3c2=O)cc1	5.3%	-10.5%	20.9%	6.2%	3.5%	9.8	.	-2.9	-1.7	-36.6%
COc1ccc(NC(=O)Nc2ccc(OC)cc2)cc1	3.8%	3.7%	-4.8%	10.8%	1.0%	-4.5	-11.5	1.8	1.9	37.9%
O=C(CCC(=O)N1CCCCCC1)Nc1ccc([N+](=O)[O-])cc1	-0.4%	-1.9%	20.1%	6.0%	4.8%	-6.5	-16.9	2.5	.	-3.5%
Cc1ccc(-n2nc3c(SCCN4CCOCC4)nnc(C)c3c2C)cc1	.	-3.0%	58.7%[activator]	-8.8%	2.3%	-25.7	5.2	1.5	5.3	-44.1%
O=C(/C=C/c1cn(CC(O)CN2CCCCC2)c2ccccc12)c1ccccc1 (stereo not given)	109.0%[activator]	-5.9%	10.4%	55.4%[activator]	-2.2%	-28.6	15.3	7.0	-1.4	-35.8%
Cc1noc(C)c1-c1nc(CSc2ccc(Cl)cc2)no1	-3.3%	1.2%	0.8%	-9.1%	.	-5.8	-10.7	3.0	1.9	-14.4%
Cc1ccc(-c2nc3ccccc3[nH]2)cc1NC(=O)c1ccco1	-2.5%	4.2%	-4.1%	6.4%	-1.5%	10.4	4.3	1.0	-4.5	-24.9%
COc1ccc(CN2CCC(C(=O)NCCc3ccc(OC)c(OC)c3)CC2)c(OC)c1	-0.9%	.	-11.2%	9.9%	1.8%	?	33.3	4.0	4.2	7.1%
Cc1cc(Br)ccc1NC(=O)C(C)c1ccc([N+](=O)[O-])cc1 (stereo not given)	-4.3%	-1.4%	.	2.9%	0.4%	-16.1	.	-2.8	2.1	?
CCOC(=O)C1=C(CS(=O)(=O)c2ccccc2)NC(=O)NC1c1ccccc1 (stereo not given)	-0.4%	3.6%	-3.0%	1.1%	1.7%	-7.4	2.5	4.3	-0.3	24.4%
COc1ccc(S(=O)(=O)N2CCN(C(=O)c3cccs3)CC2)cc1	1.5%	6.1%	-2.7%	-8.8%	-2.0%	-17.5	-1.6	-1.2	-0.4	6.4%
